Assay outcomes as filed in PubChem.
ERG-DNA inh: ERG Ets/DNA interaction inhibition. P11308. fluorescence polarization, His-ERG Ets domain / labelled DNA. Potency, µM (top dose mostly 76.9 µM), for the others: at the highest dose FP activity, negative = inhibition, usual class: inhibitors. hit rate 0.028% among 370,000. AID 624246; active means well fitted inhibition curve with a large enough effect in the polarisation, with a control signal flat; inconclusive means small, poorly fitted or top-dose-only effect, or effect the other way, or a change in a side signal; inactive means no such curve, though single readings can be large or run the other way; the % refers to the polarisation;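 further: polarization taken with two DNA probes labelled with fluorescein and Texas red; potency means the concentration at half of the fitted maximal effect; % of control where 0% means no effect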
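His-tagged ERG Ets domain (1 uM in the protein solution; 300mM KCl, 50mM Tris-HCl, 1mM EDTA, 1mM DTT, pH 7.5) received compound, then a probe mix of 5 nM fluorescein-DNA and 100nM Texas-615-DNA. Fluorescence polarization was read for both dyes.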
D2 agonist: activates the human D2 dopamine receptor | P14416 | HEK293 T-REx D2 cells, calcium flux agonist mode | activation, % at 2 µM | hit rate 0.53% among 340,000 | AID 485358;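 active means activation over 3 SD above normal in the single-dose calcium agonist read, cut at about 30% in these data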; further: 0% is about no effect
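Agonism scored from kinetic calcium signal (1 read/sec, 180 s) following compound pin transfer, after a 10 s baseline. Cells: HEK293 Trex line expressing inducible D2 receptor coupled to calcium, dye-loaded after overnight culture at 30 C.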
RGS4 inhibitor: blocks human RGS4-accelerated GTP hydrolysis; Transcreener GDP fluorescence polarization, RGS4-accelerated GTP hydrolysis; Potency, µM (doses to about 114 µM), without a hit: at the top dose activity change, negative = inhibition, usual class: inhibitors; hit rate 0.039% among 390,000; P49798; further: potency means the concentration at half of the fitted maximal effect; on the % scale 0 is the no-effect control and ±100 the full control effect; nearly all actives have a fitted effect of over 75% in size; some results filed as inactive show a strong effect at the top dose
Target sequence (P49798 whole entry, looked up): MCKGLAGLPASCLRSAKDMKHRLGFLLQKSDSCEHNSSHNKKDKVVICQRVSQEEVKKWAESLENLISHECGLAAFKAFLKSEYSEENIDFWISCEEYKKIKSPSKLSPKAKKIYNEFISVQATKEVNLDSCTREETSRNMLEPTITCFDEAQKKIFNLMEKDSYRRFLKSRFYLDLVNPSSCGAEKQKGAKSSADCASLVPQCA
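MLSMR compounds (23 nl, pin-transferred) preincubated 10 min at room temperature with a 500nM (2x) first reagent, then RGS4 at 900nM (2x) plus Transcreener GDP mix added; fluorescence polarization (620/688 nm) read before and after 90 min at 30 °C.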
D2 antagonist: antagonizes the human D2 dopamine receptor; inhibition, % at 10 µM; P14416; HEK293 TREx D2 cells, calcium flux, dopamine EC80; hit rate 2% among 340,000; in the data active means inhibition above about 30%; further: 0% is about no effect
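Overnight-induced (tetracycline, 30 C) HEK293 T-REx cells carrying force-coupled D2 receive a no-wash calcium dye, then compound, then EC80 dopamine at 180 s; signals are read kinetically throughout.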
Vif-APOBEC3G blk: Vif-A3G binding inhibition. Potency, µM (highest dose often 46.1 µM), without a hit: top-dose activity, negative = active, hits mostly inhibitors. HeLa A3G-eYFP + Vif (tagged APOBEC3G with the HIV-1 protein that degrades it), YFP fluorescence, overnight. hit rate 0.076% among 410,000. Q9HC16;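 further: potency means the concentration at half of the fitted maximal effect; on the % scale 0 is the no-effect control and ±100 the full control effect; nearly all actives have a fitted effect of over 60% in size; hits raise eYFP signal because A3G escapes Vif-driven loss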
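HeLa cells stably expressing Vif and C-terminally eYFP-tagged A3G, seeded overnight at 37 deg C, then exposed to compound by pintool overnight at 37 deg C. Rise in yellow fluorescence (Ex 488/Em 500-530, Acumen) marks blocked Vif-driven A3G degradation.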
Glioma ERSR ind: inducers of ER stress response in human glioma cells; U87-MG GRP78 promoter luciferase reporter, 16 h; Potency, µM, for inactives: at the top dose activation, actives largely listed as activators; hit rate 0.02% among 420,000; AID 602332; further: potency means the concentration at half of the fitted maximal effect; series mostly up to about 76 µM; % of control where 0% means no effect; nearly all actives have a fitted effect of over 35% in size
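Stably transfected U87-MG glioma cells carrying a GRP78-based luciferase sensor; 16 h compound incubation. Luminescence end-point read 10 min after Bright-Glo addition at room temperature.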
LDHA inh: LDHA (human) enzyme inhibition; hit rate 0.15% among 480,000; activity change, % (values are at about 110 or 230 µM); AID 1347041; P00338; purified LDHA, NADH/diaphorase-resazurin fluorescence; stronger effect = lower value; in the data active means activity change below about -30%; inconclusive means mostly about -25% to -30%;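 further: plate controls were DMSO wells for no effect and wells without enzyme for full effect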
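Human LDH5 at 2 nM final in Tris HCl pH 7.4 with 0.06 mM NADH and 0.2 mM pyruvate, reacted 5 minutes at room temperature. Remaining NADH coupled via diaphorase/resazurin; resorufin fluorescence read at 0 and 20 minutes, normalized to enzyme-free and DMSO wells.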
Vif-APOBEC3F blk: inhibitors of Vif-A3F interaction; HeLa A3F-eYFP + Vif (tagged APOBEC3F with the HIV-1 protein that degrades it), YFP fluorescence increase; Potency, µM (titrated, usually from 46.1 µM), inactives show at the top dose activity, negative = active; hit rate 0.2% among 390,000; AID 602313; further: potency means the concentration at half of the fitted maximal effect; % of control where 0% means no effect; nearly all actives have a fitted effect of over 65% in size
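Fluorescence increase (Ex 488/Em 500-530) after overnight compound treatment at 37 deg C flags inhibition of Vif-driven A3F-eYFP loss in stable HeLa A3F-eYFP/Vif cells seeded overnight beforehand.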
12-LOX inh: blocks human arachidonate 12S-lipoxygenase; Potency, µM (titrated, usually from 108 µM), inactives show top-dose activity change, negative = inhibition, actives largely listed as inhibitors; hit rate 1.1% among 580,000; purified 12hLO, xylenol orange hydroperoxide absorbance; further: potency means the concentration at half of the fitted maximal effect; on the % scale 0 is the no-effect control and ±100 the full control effect
Target sequence (P18054 whole entry, looked up): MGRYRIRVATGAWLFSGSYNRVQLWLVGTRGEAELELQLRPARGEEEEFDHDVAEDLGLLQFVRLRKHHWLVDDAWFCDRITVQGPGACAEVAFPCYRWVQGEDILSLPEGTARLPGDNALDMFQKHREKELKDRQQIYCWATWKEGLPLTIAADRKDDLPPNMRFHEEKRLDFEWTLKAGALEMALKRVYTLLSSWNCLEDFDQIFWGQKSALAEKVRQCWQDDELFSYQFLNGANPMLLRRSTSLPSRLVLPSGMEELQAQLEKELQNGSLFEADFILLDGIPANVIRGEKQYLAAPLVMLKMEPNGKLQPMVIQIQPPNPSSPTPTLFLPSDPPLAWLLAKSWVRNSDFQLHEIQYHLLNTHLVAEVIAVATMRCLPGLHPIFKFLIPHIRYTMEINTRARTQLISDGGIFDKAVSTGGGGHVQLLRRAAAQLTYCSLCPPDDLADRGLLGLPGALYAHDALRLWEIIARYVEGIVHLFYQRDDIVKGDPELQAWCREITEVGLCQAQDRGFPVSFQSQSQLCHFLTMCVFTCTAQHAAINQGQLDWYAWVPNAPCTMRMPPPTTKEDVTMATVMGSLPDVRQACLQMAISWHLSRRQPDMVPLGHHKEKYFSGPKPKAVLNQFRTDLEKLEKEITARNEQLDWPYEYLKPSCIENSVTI
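Purified human 12hLO at 150 nM in 25 mM Hepes, 0.01% Triton X-100, pH 7.0, preincubated 15 min at room temperature with compound. Reaction started with 40 uM arachidonic acid, 30 min at room temperature. Hydroperoxide measured by Fe-xylenol orange, 573/405 nm absorbance ratio.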
* = called active by the depositor; i = inactive; ? = inconclusive; · = not tested or not shown; [ ] = remark or other dose. Unless noted, the call rests on the fitted dose curve; in most records, active means well fitted curve in the direction sought with a large enough effect; inconclusive means small, poorly fitted or top-dose-only effect, or another doubt; inactive means no such curve, though single readings can be large; an effect the other way counts as inactive or inconclusive.

structure	ERG-DNA inh	D2 agonist	RGS4 inhibitor	D2 antagonist	Vif-APOBEC3G blk	Glioma ERSR ind	LDHA inh	Vif-APOBEC3F blk	12-LOX inh
COc1ccc(CCN(C)c2ccc(S(=O)(=O)N3CCCC3)cn2)cc1OC	4.7%	3.5	10.0%	0.1	0.3%	-0.6%	-6.0	-10.6%	2.2%
CCNC(=O)C(=O)NCC(c1ccc2c(c1)OCO2)N1CCOCC1 (centres undefined)	3.7%	-0.5	29.3%[11.4 µM]	-5.0	-0.8%	3.1%	-3.9	3.2%	-12.2%
CN(CCc1ccccc1)C(=O)c1cccc(NC(=O)Cc2cccc(NC(=O)C3CCCN(C(=O)C4CC4)C3)c2)c1 (centres undefined)	13.5%	·	-15.4%	·	2.7%	1.8%	6.7	1.8%	0.2%
CCOc1ccccc1NC(=O)CCNC(=O)Cn1ccc2ccccc2c1=O	-14.7%	-0.2	-1.2%	-12.2	1.2%	-5.7%	-8.3	-11.8%	-5.8%
CC(=O)c1ccc(NC(=O)Cn2nc(C)cc2C)cc1	-2.2%	-0.3	10.6%[56.9 µM]	7.4	2.6%	-3.7%	-7.1	-2.6%	-1.2%
Cc1cc(Cl)ccc1OCC(=O)N1CCCCC1	-3.4%	1.3	-2.7%[11.4 µM]	0.8	6.1%	4.2%	-5.8	-5.3%	0.0%
Cc1cccc2cc(CN(CC3CCCO3)C(=O)c3ccco3)c(=O)[nH]c12 (centres undefined)	-1.4%	0.9	-46.4%	6.7	2.0%	-1.7%	2.9	3.5%	?
COC(=O)CN1C(c2ccccc2O)Nc2ccc(Br)cc2C1c1ccccc1 (centres undefined)	·	·	-6.5%	14.4	-5.2%	-2.3%	-3.0	0.5%	12.9%
COC(=O)c1c(NC(=O)c2ccco2)sc(C(=O)N(C)C)c1C	2.9%	0.7	?	-20.7	1.4%	0.7%	-2.4	2.3%	-3.8%
Cc1cc(F)ccc1S(=O)(=O)Nc1ccc(C(=O)N2CCCCCC2)cc1	10.2%	0.2	8.9%	0.4	5.9%	-5.2%	-2.4	-2.4%	0.5%
CN(C)S(=O)(=O)c1ccc(/C(O)=C2/C(=O)C(=O)N(Cc3cccnc3)C2c2cccs2)cc1 (centres undefined)	-6.8%	-2.1	-2.6%	-9.4	-0.7%	-1.4%	2.1	-10.0%	-8.5%
CCN(CC)S(=O)(=O)c1ccc(/C=C/C(=O)NC2CCCCC2)cc1	12.0%	-0.2	-10.3%	0.8	-1.4%	-4.0%	-6.0	-16.2%	?
CCOc1ccc(CCNC(=O)COC(=O)c2cccs2)cc1OCC	4.6%	·	-7.6%	·	1.2%	-1.0%	3.2	-26.1%	i
C=C1CCC[C@]2(C)C[C@H]3OC(=O)C(CNCC(OC)OC)[C@H]3CC12 (some centres undefined)	3.8%	-0.9	23.2%	8.1	-4.4%	-6.1%	-7.6	4.7%	7.1%
[O-][N+]1=c2ccc(Nc3ccccc3)cc2=NC12CCCCC2	-5.5%	-0.9	-45.3%	32.5*	-13.3%	-10.1%	33.1	?	0.0%
CC(C(=O)NCCCn1ccnc1)(c1ccccc1)c1ccccc1	13.1%	0.2	-29.6%	-2.3	-0.1%	0.9%	-0.8	1.0%	?
COc1ccc2cc(C(C)C(=O)NC3CCC(O)CC3)ccc2c1 (centres undefined)	-4.0%	-0.4	-6.9%	11.4	-3.5%	-0.5%	-3.8	1.4%	-19.2%
Cc1cccc(C(=O)NCc2nnc(SCc3ccc(F)cc3)n2C)c1	-12.8%	·	-1.6%	·	-5.7%	-1.8%	1.8	-0.3%	?
Cc1ccc(NC(=O)COC(=O)c2ccc3c(=O)n4c(nc3c2)CCC4)c(Br)c1	6.4%	0.7	-1.2%	3.8	-0.2%	5.4%	-1.9	-4.4%	266.5%[activator]
CCOC(=O)N1CCN(Cc2nc(-c3cccc(C)c3)no2)CC1	-6.5%	-1.6	-11.0%	-4.6	0.1%	-0.3%	-0.9	3.6%	15.8%
O=C(N/N=C\c1ccc(OC(=O)c2cccs2)cc1)c1ccc(Cl)cc1	·	·	-18.2%	·	-0.3%	2.4%	-17.7	2.3%	?
CN1CCN(CCNC(=O)c2ccc(CS(=O)c3ccc(Br)cc3)o2)CC1 (centres undefined)	·	·	·	·	0.9%	-4.0%	-4.9	1.5%	-6.3%
Cc1ccc(NC(=O)CN2C(=O)NC(C)(C3CC3)C2=O)c([N+](=O)[O-])c1 (centres undefined)	7.8%	1.1	-13.3%	-8.7	7.3%	-1.7%	1.5	-6.6%	18.0%
COc1ccc(OC)c(C2CC(=O)c3c([nH]c(C(=O)OCC4CCCCC4)c3C)C2)c1 (centres undefined)	-4.1%	·	14.7%	·	3.9%	-2.3%	-18.9	-5.7%	-5.8%
O=C(CCNC(=O)c1ccc(Br)cc1)NCC1CCCO1 (centres undefined)	-1.1%	·	1.4%	·	0.2%	-4.0%	-0.2	6.0%	-7.3%
COCCNc1ncnc2c1nc1n2CCCC1	1.6%	0.3	0.3%	6.9	3.2%	-1.8%	-8.8	-8.6%	6.8%
CCOC(=O)C(NC(C)=O)C(=O)O (centres undefined)	0.6%	0.5	-2.8%	1.2	0.3%	0.0%	-0.6	-2.9%	0.0%
CCOCCCn1c(SCC(=O)Nc2ccccc2OC)nc2c(oc3ccccc32)c1=O	-2.8%	0.7	-2.9%	·	-2.0%	3.4%	-3.9	7.2%	-14.4%
O=C(CNC(=O)c1cccs1)NCC(=O)OCc1ccc(Cl)cc1Cl	·	-0.7	1.3%	-0.6	0.7%	0.0%	-11.0	-4.6%	12.6%
CCc1nn(CC(=O)NCCN2CCOCC2)c(=O)c2cc3c(OC)cccc3n12	-5.3%	2.0	6.5%	-7.0	0.8%	-4.1%	-4.1	7.6%	17.4%
CCOc1ccc(NC(=O)CN(C)C(=O)CSCc2ccc(C)cc2)cc1OCC	-2.3%	0.4	8.1%	·	-1.5%	-4.2%	0.8	-20.0%	-25.5%
COc1ccc(F)cc1C(=O)C1CCCN(C(=O)C2=C(C)OCCO2)C1 (centres undefined)	0.0%	·	31.1%	·	-5.8%	-1.2%	-5.0	2.3%	-1.9%
O=C(c1ccc2c(c1)N(Cc1ccccc1F)C(=O)c1ccccc1S2=O)N1CCC(Cc2ccccc2)CC1 (centres undefined)	-3.1%	2.1	10.6%	·	1.7%	-1.3%	-9.5	7.6%	-19.5%
COc1ccc(CNC(=O)c2cc(=O)c3ccc(C)c(C)c3o2)cc1	-2.2%	0.1	1.5%[56.9 µM]	28.6	-1.6%	-0.4%	-5.3	-0.3%	-44.4%
COc1ccc(N2CCN(C(=O)Cn3cncn3)CC2)cc1	-5.4%	-0.6	7.9%	4.7	-0.5%	0.9%	-5.9	1.7%	-8.3%
O=C(Nc1ccc(F)c(F)c1)c1cc(S(=O)(=O)NC2CCCC2)ccc1F	2.0%	-0.7	12.0%	·	1.4%	-1.0%	1.5	2.1%	?
C=C(C)c1cccc(C(C)(C)NC(=O)Nc2ccc(C(N)=O)cc2)c1	7.3%	0.3	11.2%	-7.5	-0.1%	-3.8%	-4.1	9.3%	-7.8%
COc1ccc(S(=O)(=O)N2CCOCC2)cc1NC(=O)c1ccc(S(=O)(=O)N(C)c2ccccc2OC)cc1	14.3%	·	17.3%	·	-12.3%	-5.0%	-3.1	-0.2%	111.1%[activator]
Cc1ccsc1C(=O)N1CCC1(C)C(=O)Nc1cccc(C#N)c1 (centres undefined)	·	·	·	·	0.0%	-0.8%	-1.0	·	-6.0%
C[C@@]12CCC3[C@@](CCC4[C@@]3(C)CCC[C@@]4(C)C(=O)NCc3ccccc3)(CC1=O)C2 (some centres undefined)	-0.8%	-0.9	-8.6%	8.3	6.9%	-6.0%	-15.4	4.8%	-2.8%
CC(C)CC(=O)Nc1ccnc(-c2ccncc2)n1	5.0%	3.0	-7.0%	11.4	-1.0%	-4.5%	-7.4	-7.3%	-4.6%
COc1ccc(CCNC(=O)CCn2c(=O)c3ccccc3n(Cc3c(C)cc(C)cc3C)c2=O)cc1OC	1.8%	-0.7	11.9%	·	1.4%	0.0%	-2.4	-3.9%	-10.5%
CSc1nc2nc(C)c(CCC(=O)OCC(=O)Nc3ccc(F)cc3)c(C)n2n1	-5.3%	-1.0	-6.7%	-10.3	2.2%	-2.4%	-14.4	6.0%	-29.6%
COC(C[C@@H]1O[C@@H]1C(=O)[C@@H](C)OCc1ccccc1)OC	-5.0%	·	-6.2%	·	0.8%	-1.7%	-8.0	4.4%	10.2%
COc1ccc(C2N=C(Nc3ccc(C)cc3)Nc3nc(C)cc(=O)n32)cc1 (centres undefined)	16.2%	-0.6	8.4%	-2.9	-0.1%	-7.1%	-8.7	-2.0%	0.0%

A portion of the library, so the mix of outcomes need not match the whole.
